Compound activity from PubChem BioAssay.
M. tuberculosis – growth inhibition of non-replicating M. tuberculosis (AID 488890). Mycobacterium tuberculosis non-replicating, growth inhibition; higher % means a stronger effect. inhibition, % at 25 µM, or IC50 in µM where a hit was titrated. 320,000 tested, 0.39% active; in the data active means a potency from the dose series; inconclusive means inhibition mostly from about 82% at the one dose, without a potency; inactive means the rest, 99 in 100 with inhibition below about 76%;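 further: plate controls were DMSO cells for no effect and high antibiotic wells for full effect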
inhibitors of VEEV – inhibitors of VEEV TC-83 cytopathic effect, confirmation, Vero cells (AID 588727); Vero cells, VEEV TC-83 cytopathic effect inhibition; higher % means a stronger effect; inhibition, % at 20 µM; hits with a dose series show IC50 in µM; 350,000 tested, 0.13% active; in the data active means a potency from the dose series; inconclusive means inhibition mostly from about 14% at the one dose, without a potency; inactive means the rest, 99 in 100 with inhibition below about 12%; further: strong numbers were not always called active
PhoP GFP inhibition – PhoP regulon inhibitors, Salmonella typhi PhoP promoter GFP reporter, confirmatory (AID 1850); 310,000 tested, 0.33% active; Salmonella Typhi PhoP-promoter GFP reporter, fluorescence, 4 h; higher % means a stronger effect; inhibition, % at 50 µM, or IC50 in µM where a hit was titrated; in the data active means a potency from the dose series; inconclusive means inhibition mostly from about 25% at the one dose, without a potency; inactive means the rest, 99 in 100 with inhibition below about 19%;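 further: 0% = induced wells with vehicle and 100% = uninduced wells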
H1N1 NS1A inhibition – H1N1 influenza NS1A inhibitors, functional cell based assay (AID 504329); NS1A functional cell-based assay, percent inhibition; higher % means a stronger effect; one-dose inhibition, % at 12.5 µM; IC50 in µM for titrated hits; 340,000 tested, 0.3% active; in the data active means a potency from the dose series; inconclusive means inhibition above about 27% without an active follow-up result; further: strong numbers were not always called active
H37Rv inhibition – M. tuberculosis growth inhibition, HTS (AID 449762); M. tuberculosis H37Rv growth inhibition, 7H9 media; higher % means a stronger effect; inhibition, % at 25 µM; hits with a dose series show IC50 in µM; 330,000 tested, 0.59% active; in the data active means a potency from the dose series; inconclusive means inhibition above about 70% without an active follow-up result;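 further: bacterial growth assessed after seven days of incubation; strong numbers were not always called active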
inhibitors of VEEV 10K pilot screen – further read-out of inhibitors of VEEV, marked with its call; inhibition, %; measured here: 10K pilot screen inhibition
* = called active by the depositor; i = inactive; ? = inconclusive; · = not tested or not shown.

SMILES	M. tuberculosis	inhibitors of VEEV	PhoP GFP inhibition	H1N1 NS1A inhibition	H37Rv inhibition	others
CCC1CCCCN1C(=S)NC(=O)c1ccc(F)c(S(=O)(=O)N2CCOCC2)c1 (stereo not drawn)	0.2%	4.6%	-1.0%	-19.7%	-6.2%
COc1ccc(Cl)cc1C(=O)NNC(=O)COC(=O)CCN=C1NS(=O)(=O)c2ccccc21	14.3%	2.7%	5.5%	-7.3%	-8.2%
O=C(c1cccs1)N1CCCC(N2CCN(c3cccc(C(F)(F)F)c3)CC2)C1 (stereo not drawn)	10.8%	3.5%	0.9%	-5.2%	2.9%
CCCCn1nnc(NC(=O)CCC)n1	-27.6%	i	-3.7%	3.5%	-12.6%
O=C(COc1ccc(S(=O)(=O)N2CCCC2)cc1Cl)NCc1ccco1	18.3%	0.6%	9.6%	-15.4%	4.3%
Cc1c(NC(=O)c2ccc(NC(=O)C3CC3)cc2)cccc1C(=O)O	-16.5%	0.8%	-9.5%	1.8%	-2.5%
O=c1c2c(nc3nc(NCc4cccc5ccccc45)[nH]n13)CCC2	61.6%	2.4%	-20.2%	-0.8%	66.4%
O=C(CSc1nc2ccccc2c(=O)n1-c1ccc(F)cc1)Nc1cc(S(=O)(=O)N2CCOCC2)ccc1Cl	25.9%	i	1.5%	-4.1%	-8.7%
O=C(NCCN1CCOCC1)Nc1ccc(Cl)cc1	-3.9%	0.2%	-0.9%	2.6%	-6.6%
O=C1NC(=S)N/C1=C/C=C/c1ccccc1	8.6%	0.1%	-8.1%	13.4%	1.7%
Cc1ccc(N2CCN(S(=O)(=O)c3ccc4oc(=O)ccc4c3)CC2)cc1Cl	8.4%	3.7%	11.3%	8.5%	0.9%
COc1ccc(CCNC(=O)/C(C#N)=C2\N=C(NC(=O)c3ccco3)c3ccccc32)cc1	3.2%	5.9%	2.5%	·	20.3%
CC(C)(CO)NC(=O)c1ccc2c(c1)C(=O)c1ccccc1-2	-4.6%	2.1%	-8.0%	-18.6%	-1.4%
CC(C)c1ccccc1NC(=S)NC1CCN(Cc2ccccc2)CC1	44.5%	i	1.1%	13.5%	5.6%
N#Cc1c(N)n(C2CCCCC2)c2nc3ccccc3nc12	2.9%	1.5%	0.3%	-9.2%	8.5%
Cc1ccnc(N2CCN(C(=O)CSc3nc4ccccc4nc3N3CCCCC3)CC2)c1	9.2%	9.8%	17.0%	-3.1%	?
COc1ccc(CC(=O)Nc2ccc(N(C)C)c3ccccc23)cc1	30.5%	1.0%	-7.8%	4.7%	0.7%
Cc1ccsc1C(=O)OCC(=O)Nc1cccc(S(=O)(=O)NC2=NCCCCC2)c1	4.7%	1.2%	-4.3%	14.1%	-2.5%
Cc1ccc(S(=O)(=O)N/N=C\c2ccc3c(c2)OCO3)cc1C	4.2%	0.3%	2.7%	-19.5%	-6.0%
Cc1c(CN2CCN(C)C(CCO)C2)[nH]c2c(Cl)cccc12 (stereo not drawn)	7.7%	0.3%	-4.9%	-6.7%	3.0%
Cc1cc2c(NS(=O)(=O)c3ccc(F)cc3)cccc2nn1	16.9%	0.8%	-7.8%	·	6.1%
C=CCN(Cc1cn(C)nc1-c1cccc(Cl)c1)C1CCS(=O)(=O)C1 (stereo not drawn)	2.0%	0.8%	-17.5%	-7.5%	12.2%
O=C(COC(=O)CC(c1ccccc1)c1ccccc1)NCc1ccc(Cl)cc1	14.9%	0.5%	-11.0%	2.5%	-5.8%
COc1ccc(S(=O)(=O)N(C)C)cc1NC(=O)c1ccc2c(c1)OCCO2	0.5%	3.4%	·	-5.9%	8.6%
Cc1ccccc1C(=O)Nc1cccc(C(=O)N/N=C/c2ccc3c(c2)OCO3)c1	-4.1%	4.9%	-2.3%	-2.3%	-3.9%
Cc1noc(C)c1COc1ccc(C(=O)OCC(=O)Nc2ccc3c(c2)OCO3)cc1	29.9%	0.8%	2.7%	-0.3%	?
CCN(CC)S(=O)(=O)c1ccc(Cl)c(C(=O)Nc2cc(C)nn2-c2ccccc2)c1	-8.1%	i	-4.8%	-0.2%	6.9%
O=C(COC(=O)/C=C/c1ccc(Cl)cc1Cl)NCCC1=CCCCC1	27.9%	0.7%	-1.8%	21.7%	5.7%
CCC1(C)Nc2ccccc2C(=O)N1O (stereo not drawn)	3.1%	1.4%	-0.5%	14.1%	2.5%
CC(=O)c1ccc(N(C(=O)CNC(=O)c2ccco2)C(C(=O)NC2CCCC2)c2ccc(C)o2)cc1 (stereo not drawn)	5.4%	0.9%	-0.4%	-4.8%	7.2%
COc1cc(S(=O)(=O)Nc2ccccc2C(=O)N2CCCCC2)ccc1NC(C)=O	-2.1%	1.8%	·	1.0%	6.3%
CCC[C@@H](CN[C@@H](CNC)C(C)C)NCCCCc1ccccc1	29.3%	i	16.7%	-17.2%	-2.2%
CCCCN(CCCC)Cc1cc2ccccc2c2c1COC2	0.0%	0.7%	11.8%	-2.6%	-0.1%
CN(C(=O)c1cccc(NC(=O)Cc2ccc([N+](=O)[O-])cc2)c1)C1CC1	5.4%	i	·	-5.0%	-2.7%
CCOc1ccc(N(C)C(=O)CCc2nnc3ccc(N4CCOCC4)nn23)cc1	1.5%	0.3%	-15.5%	-1.1%	2.3%
O=C(CN(Cc1ccc(F)cc1)C(=O)CNS(=O)(=O)c1ccc(F)cc1)NCC1CCCO1 (stereo not drawn)	-17.2%	3.9%	14.7%	-2.7%	-4.5%
CC1CCN(Cc2c(O)ccc3c(=O)c(-c4nc5ccccc5s4)c(N)oc23)CC1	75.9%	i	-4.2%	1.8%	?
O=C(C1CCC(CNc2nc(=S)[nH]c3ccccc23)CC1)N1CCN(c2ccc(F)cc2)CC1 (stereo not drawn)	·	i	·	7.9%	·
CC(=O)Nc1ccc2[nH]c(C)cc(=O)c2c1	-11.4%	0.3%	3.6%	8.5%	-1.2%
CCOC(=O)N1CCC(NS(=O)(=O)c2ccc3c(c2)oc(=O)n3C)CC1	-14.4%	1.8%	-11.2%	-28.9%	-3.2%
CN(C)C(CNC(=O)Cc1ccc(Br)cc1)c1ccccc1 (stereo not drawn)	18.2%	0.1%	16.6%	1.5%	1.6%
CN1C(=O)/C(=C\N2CCc3ccccc32)C(=O)NC1=S	-3.1%	2.0%	-12.7%	0.9%	7.4%
COc1ccccc1-c1nc(C#N)c(N2CCN(C(=O)c3ccco3)CC2)o1	-3.6%	1.3%	-6.5%	-5.8%	-7.0%
CC(=O)Nc1ccc(-c2csc(NNC(=O)c3ccccc3)n2)cc1	-6.3%	9.5%	-12.4%	0.8%	5.1%
COC(=O)c1ccc(C)c(NC(=O)CCNC(=O)c2ccc([N+](=O)[O-])cc2)c1	-11.8%	0.7%	-6.2%	-7.8%	9.4%
Cc1nc2ccc(NC(=O)c3ccc([N+](=O)[O-])cc3[N+](=O)[O-])cc2s1	7.88µM*	i	-6.4%	9.0%	1.62µM*
O=S(=O)(c1cccc(NC(=S)N2CCN(c3ccccc3F)CC2)c1)C(F)F	48.2%	0.6%	-9.4%	-5.2%	-6.1%
O=C(CCCOc1ccccc1)OCn1nnc2ccccc2c1=O	i	1.2%	9.6%	-3.3%	?
CC(CCc1ccccc1)NC(=O)c1cccnc1 (stereo not drawn)	52.0%	2.4%	-0.6%	-4.5%	4.7%
CC(C)CC(COCc1cccc(C(F)(F)F)c1)N1CCN(C(=O)c2cccc(C(F)(F)F)c2)CCC1=O (stereo not drawn)	16.0%	0.1%	1.1%	-2.0%	-3.4%
C/C(=N\NC(=O)C1CC1c1ccccc1)c1ccc(C)s1 (stereo not drawn)	-11.4%	0.2%	17.6%	21.5%	-2.5%
Cn1cc(CC(=O)NCCCN2CCCC2)c2ccccc21	-14.9%	2.7%	-2.0%	1.7%	2.1%
N#Cc1c(/N=C/N2CCOCC2)sc2c1CCCCC2	-0.2%	2.6%	-4.7%	11.3%	8.3%
COc1ccc(CCN2CC(C(=O)N(C)CC(=O)Nc3ccc(F)c(F)c3F)CC2=O)cc1OC (stereo not drawn)	·	6.3%	·	-15.9%	·
CCOc1ccc(S(=O)(=O)N(CC(=O)Nc2cc(C)on2)Cc2ccccc2Cl)cc1	28.8%	0.1%	13.7%	-1.5%	-13.3%
COc1ccc(S(=O)(=O)N2CCCCC2)cc1NC(=O)CCCOc1ccc(C)cc1	-3.1%	2.5%	·	-2.1%	3.0%
O=c1nc(NO)ccn1C1CCCO1 (stereo not drawn)	·	6.9%	·	-20.7%	·
COc1ccc(S(=O)(=O)N2CCN(c3ccc(F)cc3)CC2)cc1C(=O)N1CCOCC1	-2.4%	0.5%	0.3%	-1.6%	-7.7%
Cc1ccc(NC(=O)Nc2c(C)[nH]c(=O)[nH]c2=O)cc1Cl	-2.9%	i	-1.7%	1.1%	4.9%
CCN(C(=O)COC(=O)c1ccccc1Oc1ccccc1)c1c(N)n(Cc2ccccc2)c(=O)[nH]c1=O	·	0.8%	·	3.9%	·
Later entries.
SMILES	M. tuberculosis	inhibitors of VEEV	PhoP GFP inhibition	H1N1 NS1A inhibition	H37Rv inhibition	others
CC(=O)Nc1ccc(C(=O)N/C(=C\c2ccccc2)C(=O)Nc2cccc(C(=O)O)c2)cc1	-3.5%	1.8%	13.8%	-22.3%	0.1%
O=C1C=C(NNC(=O)c2cccnc2)CC(c2ccco2)C1 (stereo not drawn)	2.7%	1.7%	4.0%	13.2%	-0.1%
Cc1ccc(NC(=O)c2noc3c2CCC3)cc1C	·	1.2%	·	-14.0%	·
CCCCOC(=O)C1=C(N)N2C(=O)C(C)SC2=C(C(=O)OCC)C1c1ccc(O)c(OC)c1 (stereo not drawn)	1.9%	0.1%	-1.1%	11.7%	2.2%
NC(=NC(=O)c1ccccc1)C1=C(O)CCC1=O	-10.4%	0.2%	1.7%	2.5%	4.1%
CC1(C)Cc2ccccc2C(NN=C2CCCC2)=N1	7.5%	i	-1.4%	-6.5%	-0.9%
CCOC(=O)c1ccccc1NC(=O)CN(c1ccccc1OC)S(C)(=O)=O	-9.4%	0.1%	-1.6%	4.7%	0.9%
CC1=CC(C)C(C(=O)O)C(C(=O)Nc2cccnc2)C1 (stereo not drawn)	-5.3%	0.5%	-1.8%	2.6%	-4.3%	inhibitors of VEEV 10K pilot screen=1.2
CSc1cccc(NC(=O)c2nnn(Cc3ccccc3)c2N)c1	57.4%	0.6%	-0.5%	-0.6%	?

Nothing new here: entries from further up.
SMILES	M. tuberculosis	inhibitors of VEEV	PhoP GFP inhibition	H1N1 NS1A inhibition	H37Rv inhibition	others
COc1ccc(CCN2CC(C(=O)N(C)CC(=O)Nc3ccc(F)c(F)c3F)CC2=O)cc1OC (stereo not drawn)	·	6.3%	·	-15.9%	·
CCOc1ccc(S(=O)(=O)N(CC(=O)Nc2cc(C)on2)Cc2ccccc2Cl)cc1	28.8%	0.1%	13.7%	-1.5%	-13.3%
COc1ccc(S(=O)(=O)N2CCCCC2)cc1NC(=O)CCCOc1ccc(C)cc1	-3.1%	2.5%	·	-2.1%	3.0%
O=c1nc(NO)ccn1C1CCCO1 (stereo not drawn)	·	6.9%	·	-20.7%	·
COc1ccc(S(=O)(=O)N2CCN(c3ccc(F)cc3)CC2)cc1C(=O)N1CCOCC1	-2.4%	0.5%	0.3%	-1.6%	-7.7%
Cc1ccc(NC(=O)Nc2c(C)[nH]c(=O)[nH]c2=O)cc1Cl	-2.9%	i	-1.7%	1.1%	4.9%
CCN(C(=O)COC(=O)c1ccccc1Oc1ccccc1)c1c(N)n(Cc2ccccc2)c(=O)[nH]c1=O	·	0.8%	·	3.9%	·
CC(=O)Nc1ccc(C(=O)N/C(=C\c2ccccc2)C(=O)Nc2cccc(C(=O)O)c2)cc1	-3.5%	1.8%	13.8%	-22.3%	0.1%
O=C1C=C(NNC(=O)c2cccnc2)CC(c2ccco2)C1 (stereo not drawn)	2.7%	1.7%	4.0%	13.2%	-0.1%
Cc1ccc(NC(=O)c2noc3c2CCC3)cc1C	·	1.2%	·	-14.0%	·
CCCCOC(=O)C1=C(N)N2C(=O)C(C)SC2=C(C(=O)OCC)C1c1ccc(O)c(OC)c1 (stereo not drawn)	1.9%	0.1%	-1.1%	11.7%	2.2%
NC(=NC(=O)c1ccccc1)C1=C(O)CCC1=O	-10.4%	0.2%	1.7%	2.5%	4.1%
CC1(C)Cc2ccccc2C(NN=C2CCCC2)=N1	7.5%	i	-1.4%	-6.5%	-0.9%

This is a random part of the collection. About 1.6% of those tested had a hit in this group.
